RGS7-Gao = RGS7-Galphao binding modulators, primary screen, biochemical, multiplexed bead flow cytometry | AID 1439, 2008 | binding response (% of control), % at 10 µM | hit rate 0.35% among 220,000 | Guanine nucleotide-binding protein G(o) subunit alpha (Homo sapiens), P09471 | actives lie on both sides; in the data active means binding response below about 49% or above about 150%; inconclusive means no clear call, values can overlap the other calls; inactive means in between;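 further: fluorescent Galphao held in activated GDP-AlF4 state binding bead-coupled RGS7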
Target sequence (P09471 whole entry, looked up): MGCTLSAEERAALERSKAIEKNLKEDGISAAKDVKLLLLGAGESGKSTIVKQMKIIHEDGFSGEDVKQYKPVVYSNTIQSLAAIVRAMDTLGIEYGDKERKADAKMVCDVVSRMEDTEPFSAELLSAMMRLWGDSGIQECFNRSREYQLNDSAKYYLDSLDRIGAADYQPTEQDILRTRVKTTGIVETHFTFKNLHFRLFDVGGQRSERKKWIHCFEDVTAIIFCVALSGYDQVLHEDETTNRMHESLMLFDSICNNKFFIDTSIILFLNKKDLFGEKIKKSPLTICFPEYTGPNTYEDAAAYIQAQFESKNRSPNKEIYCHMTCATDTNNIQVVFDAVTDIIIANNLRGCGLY
Bim-Bcl-2 = inhibitors of Bim-Bcl-2 binding, primary screen, biochemical, multiplexed, human Bcl-2 family. hit rate 0.06% among 190,000. Bead-based flow cytometry, Bim peptide-Bcl-2 binding. inhibition, % at 10 µM; in the data active means inhibition above about 40%; inconclusive means no clear call, values can overlap the other calls;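 further: 0% = no compound wells with probe peptide and 100% = reference peptide inhibitor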
ABCB1 inh = ABCB1 efflux pump inhibitors, primary screen, cell-based, multiplex, flow cytometry, ABCG2 counter-screen; CCRF-Adr cells, JC-1 efflux; inhibition, % at 6.6 µM; hit rate 0.067% among 190,000; AID 1326, 2008; in the data active means inhibition above about 40%;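 further: 0% = vehicle and 100% = reference inhibitor; higher value means more JC-1 retained so stronger ABCB1 efflux block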
RGS4-Gao reg = modulators of RGS4 binding to Galphao, primary screen, biochemical, multiplexed bead flow cytometry | binding response (% of control), % at 10 µM | AID 1415, 2008 | actives lie on both sides | hit rate 0.33% among 220,000; in the data active means binding response below about 49% or above about 150%; inactive means in between;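 further: fluorescent Galphao activated with aluminum fluoride binding bead-coupled RGS4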
Bcl-W Bim block = inhibitors of Bim binding to Bcl-W, primary screen, biochemical, multiplexed, bead-based flow cytometry | inhibition, % at 10 µM | hit rate 0.02% among 190,000 | Bcl-2-like protein 2 (Homo sapiens), Q92843 | Bim peptide-Bcl-W binding;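 further: 0% = bound tracer without compound and 100% = peptide blocker; higher means less fluorescent Bim peptide bound to Bcl-W beads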
Target sequence (Q92843 whole entry, looked up): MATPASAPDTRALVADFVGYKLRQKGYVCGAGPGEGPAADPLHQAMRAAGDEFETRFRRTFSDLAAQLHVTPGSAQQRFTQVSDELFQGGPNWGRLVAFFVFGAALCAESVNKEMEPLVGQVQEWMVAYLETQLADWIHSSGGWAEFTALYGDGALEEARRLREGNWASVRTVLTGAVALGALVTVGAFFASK
Bcl-XL Bim block = inhibitors of Bim-Bcl-XL binding, primary screen, biochemical, multiplexed, bead flow cytometry, human Bcl-XL | AID 1007, 2008 | Bim peptide-Bcl-XL binding, fluorescence | Bcl-2-like protein 1 (Homo sapiens), Q07817 | inhibition, % at 10 µM | hit rate 0.04% among 190,000
Target sequence (Q07817 whole entry, looked up): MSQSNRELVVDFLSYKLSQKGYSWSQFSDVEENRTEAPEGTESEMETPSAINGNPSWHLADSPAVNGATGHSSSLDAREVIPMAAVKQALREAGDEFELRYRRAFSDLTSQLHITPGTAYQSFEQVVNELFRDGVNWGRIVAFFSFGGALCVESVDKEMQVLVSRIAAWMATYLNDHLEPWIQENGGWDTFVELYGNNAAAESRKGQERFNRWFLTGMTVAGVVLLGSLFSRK
Bim-Bcl-B = inhibitors of Bim-Bcl-B binding, primary screen, biochemical, multiplexed, human Bcl-2 family. bead-based flow cytometry, Bim peptide-Bcl-B binding. inhibition, % at 10 µM. hit rate 0.073% among 190,000;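 further: 0% = tracer peptide without compound and 100% = reference inhibitor peptide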
Target sequence (Q9HD36 whole entry, looked up): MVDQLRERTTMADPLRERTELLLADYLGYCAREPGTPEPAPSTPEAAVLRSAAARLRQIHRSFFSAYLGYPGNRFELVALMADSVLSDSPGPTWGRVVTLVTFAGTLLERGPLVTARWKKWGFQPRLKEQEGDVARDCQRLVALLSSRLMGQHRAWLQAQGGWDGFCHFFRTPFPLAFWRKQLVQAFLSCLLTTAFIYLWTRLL
Avidin bead fluor = green autofluorescence of compounds with avidin beads – biophysical, 488/530 nm, flow cytometry, artefact control, profiling panel; compound fluorescence 488/530 nm; active compounds read high; fluorescence (KMESF) at 10 µM; hit rate 0.38% among 220,000; in the data active means fluorescence above about 47; further: inactives centre near 10
GSH fluor = compound fluorescence on glutathione beads, profiling panel, artefact control, biophysical, 488/530 nm, flow cytometry; GSH beads flow cytometry, compound fluorescence 488/530 nm; active compounds read high; fluorescence (KMESF) at 10 µM; hit rate 0.25% among 190,000; AID 1776, 2009; in the data active means fluorescence above about 89;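 further: glutathione beads carrying GST-tagged Bcl family fusion proteins plus one bare bead set; values are compound well signal with DMSO vehicle wells as background; inactives centre near 16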
ABCG2 inh = ABCG2 efflux pump inhibitors, primary screen, multiplex with ABCB1, IgMXP3 cells, flow cytometry. Broad substrate specificity ATP-binding cassette transporter ABCG2 (Homo sapiens), Q9UNQ0. JC-1 efflux. inhibition, % at 6.6 µM. hit rate 0.1% among 190,000;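 active means inhibition above 80%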;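 further: 0% = DMSO and 100% = nicardipine control wells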
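System: two drug-resistant human cell lines, ABCG2 and ABCB1; controls: nicardipine high and DMSO low controls; times: 10 min exposure at 25 °C with rotation, no wash; detection: flow cytometry of retained JC-1 fluorescence; read-out basis: percent efflux inhibition, scaled nicardipine 100% to DMSO 0%; doses: one concentration, 6.6 µM final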
Bim-Bfl-1 = inhibitors of Bim binding to Bfl-1, primary screen, biochemical, multiplexed, bead-based flow cytometry; Bcl-2-related protein A1 (Homo sapiens), Q16548; Bim-Bfl-1 binding inhibition; inhibition, % at 10 µM; hit rate 0.12% among 190,000; AID 1008, 2008;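 further: 0% = wells without compound plus tracer and 100% = blocker peptide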
Active calls of the source: *. Unless noted, no stated cut-off is given here; in the data, active means inhibition above about 40%.

How did CC(Oc1ccc(Cl)cc1Cl)C(=O)NCCCCc1ccccc1 (stereo not given) do in these assays?
RGS7-Gao: 103; Bim-Bcl-2: -3; ABCB1 inh: 0.2; RGS4-Gao reg: 107; Bcl-W Bim block: -3; Bcl-XL Bim block: -1; Bim-Bcl-B: -6; Avidin bead fluor: 14; GSH fluor: 9; ABCG2 inh: 0; Bim-Bfl-1: 2

How did CC1=CC(C)(C)N(C(=O)CSc2nnc(-c3ccccc3)o2)c2ccc(C)cc21 do in these assays?
RGS7-Gao: 109; Bim-Bcl-2: 0; ABCB1 inh: 2.5; RGS4-Gao reg: 108; Bcl-W Bim block: 0; Bcl-XL Bim block: 2; Bim-Bcl-B: 1; Avidin bead fluor: 37; GSH fluor: 16; ABCG2 inh: 17; Bim-Bfl-1: 0

What do the screens show for `CCOC(=O)Cc1csc(NC(=O)CCSc2ccccc2)n1`?
RGS7-Gao: inconclusive; Bim-Bcl-2: -1; ABCB1 inh: 0.6; RGS4-Gao reg: 101; Bcl-W Bim block: 0; Bcl-XL Bim block: -1; Bim-Bcl-B: -4; Avidin bead fluor: 9; GSH fluor: 15; ABCG2 inh: 9; Bim-Bfl-1: -3

How did COCCNc1nc(SCC(=O)N2CCN(c3ccccc3OC)CC2)nc2ccccc12 do in these assays?
RGS7-Gao: 102; Bim-Bcl-2: -2; ABCB1 inh: 1.1; RGS4-Gao reg: 110; Bcl-W Bim block: 3; Bcl-XL Bim block: -3; Bim-Bcl-B: -5; Avidin bead fluor: 2; GSH fluor: 21; ABCG2 inh: 3; Bim-Bfl-1: 0

Results for CC1=C(C(N)=O)C(c2ccc3c(c2)OCO3)n2nc(-c3cccc(C)c3)nc2N1 (stereo not given) ?
RGS7-Gao: 95; Bim-Bcl-2: -1; ABCB1 inh: 0.3; RGS4-Gao reg: 102; Bcl-W Bim block: -5; Bcl-XL Bim block: -3; Bim-Bcl-B: -4; Avidin bead fluor: 24; GSH fluor: 17; ABCG2 inh: 1; Bim-Bfl-1: -3

What do the screens show for `Cc1ccc2[nH]c3c(NCCCN4CCCC4=O)ncnc3c2c1`?
RGS7-Gao: 106; Bim-Bcl-2: -3; ABCB1 inh: 0.3; RGS4-Gao reg: 107; Bcl-W Bim block: 0; Bcl-XL Bim block: -1; Bim-Bcl-B: -7; Avidin bead fluor: 11; GSH fluor: 12; ABCG2 inh: 5; Bim-Bfl-1: -9

How did S=c1[nH]nc(-c2ccco2)n1-c1ccc(Cl)cc1 do in these assays?
RGS7-Gao: 96; Bim-Bcl-2: -2; ABCB1 inh: 0.1; RGS4-Gao reg: 98; Bcl-W Bim block: -4; Bcl-XL Bim block: -9; Bim-Bcl-B: -39; Avidin bead fluor: 10; GSH fluor: 10; ABCG2 inh: 3; Bim-Bfl-1: 5

Results for COc1cccc(-c2nn3c(-c4cccc(C)c4)nnc3s2)c1 ?
RGS7-Gao: 106; Bim-Bcl-2: -9; ABCB1 inh: 0.2; RGS4-Gao reg: 107; Bcl-W Bim block: 3; Bcl-XL Bim block: -5; Bim-Bcl-B: -3; Avidin bead fluor: 11; GSH fluor: 28; ABCG2 inh: 7; Bim-Bfl-1: -14

How did C(=N\N1CCOCC1)/c1cn(-c2ccccc2)nc1-c1ccccc1 do in these assays?
RGS7-Gao: 104; Bim-Bcl-2: 0; ABCB1 inh: -0.8; RGS4-Gao reg: 101; Bcl-W Bim block: 4; Bcl-XL Bim block: -1; Bim-Bcl-B: -1; Avidin bead fluor: 23; GSH fluor: 12; ABCG2 inh: -2; Bim-Bfl-1: 3

What do the screens show for `CSc1ccccc1C(=O)NC1CCCCC1`?
RGS7-Gao: 102; Bim-Bcl-2: 0; ABCB1 inh: 0.1; RGS4-Gao reg: 103; Bcl-W Bim block: -1; Bcl-XL Bim block: -5; Bim-Bcl-B: -4; Avidin bead fluor: 28; GSH fluor: 22; ABCG2 inh: 0; Bim-Bfl-1: -13

Filtered by structure: the compounds so far containing a Cl atom.
How did CC(Oc1ccc(Cl)cc1Cl)C(=O)NCCCCc1ccccc1 (stereo not given) do in these assays?
RGS7-Gao: 103; Bim-Bcl-2: -3; ABCB1 inh: 0.2; RGS4-Gao reg: 107; Bcl-W Bim block: -3; Bcl-XL Bim block: -1; Bim-Bcl-B: -6; Avidin bead fluor: 14; GSH fluor: 9; ABCG2 inh: 0; Bim-Bfl-1: 2

How did S=c1[nH]nc(-c2ccco2)n1-c1ccc(Cl)cc1 do in these assays?
RGS7-Gao: 96; Bim-Bcl-2: -2; ABCB1 inh: 0.1; RGS4-Gao reg: 98; Bcl-W Bim block: -4; Bcl-XL Bim block: -9; Bim-Bcl-B: -39; Avidin bead fluor: 10; GSH fluor: 10; ABCG2 inh: 3; Bim-Bfl-1: 5

Back to the main list, repeating the two entries before the break.
How did C(=N\N1CCOCC1)/c1cn(-c2ccccc2)nc1-c1ccccc1 do in these assays?
RGS7-Gao: 104; Bim-Bcl-2: 0; ABCB1 inh: -0.8; RGS4-Gao reg: 101; Bcl-W Bim block: 4; Bcl-XL Bim block: -1; Bim-Bcl-B: -1; Avidin bead fluor: 23; GSH fluor: 12; ABCG2 inh: -2; Bim-Bfl-1: 3

What do the screens show for `CSc1ccccc1C(=O)NC1CCCCC1`?
RGS7-Gao: 102; Bim-Bcl-2: 0; ABCB1 inh: 0.1; RGS4-Gao reg: 103; Bcl-W Bim block: -1; Bcl-XL Bim block: -5; Bim-Bcl-B: -4; Avidin bead fluor: 28; GSH fluor: 22; ABCG2 inh: 0; Bim-Bfl-1: -13

How did COC(=O)CCCCC1SCC(NC(=O)c2ccccc2)C1OC(C)=O (stereo not given) do in these assays?
RGS7-Gao: 102; Bim-Bcl-2: -4; ABCB1 inh: 0.3; RGS4-Gao reg: 100; Bcl-W Bim block: -3; Bcl-XL Bim block: -1; Bim-Bcl-B: -5; Avidin bead fluor: 10; GSH fluor: 18; ABCG2 inh: 0; Bim-Bfl-1: -2

How did CSc1nnc(CSc2cc(C)nc(N(C)C)n2)o1 do in these assays?
RGS7-Gao: 111; Bim-Bcl-2: -5; ABCB1 inh: 0.4; RGS4-Gao reg: 104; Bcl-W Bim block: -6; Bcl-XL Bim block: -11; Bim-Bcl-B: -4; Avidin bead fluor: 11; GSH fluor: 13; ABCG2 inh: 0; Bim-Bfl-1: 0

What do the screens show for `CCCN(CCC)C(=O)Cn1c(=O)n(CCCCC(=O)NC2CCCC2)c(=O)c2ccccc21`?
RGS7-Gao: 102; Bim-Bcl-2: -5; ABCB1 inh: -1.3; RGS4-Gao reg: 103; Bcl-W Bim block: 0; Bcl-XL Bim block: 4; Bim-Bcl-B: -6; Avidin bead fluor: 7; GSH fluor: 30; ABCG2 inh: 0; Bim-Bfl-1: -12

Results for CC(C)C(=O)Nc1cccc(C(=O)N2CCCCC2C)c1 (stereo not given) ?
RGS7-Gao: 95; Bim-Bcl-2: -5; ABCB1 inh: -0.5; RGS4-Gao reg: 97; Bcl-W Bim block: -5; Bcl-XL Bim block: -6; Bim-Bcl-B: -7; Avidin bead fluor: 33; GSH fluor: 25; ABCG2 inh: -3; Bim-Bfl-1: -7

Results for Cc1ccc(NC(=O)OCCN2CCN(S(=O)(=O)c3ccc(C)cc3)CCC2=O)cc1 ?
RGS7-Gao: 101; Bim-Bcl-2: 0; ABCB1 inh: 0.8; RGS4-Gao reg: 102; Bcl-W Bim block: -2; Bcl-XL Bim block: -4; Bim-Bcl-B: -7; Avidin bead fluor: 10; GSH fluor: 18; ABCG2 inh: 2; Bim-Bfl-1: -2

Results for COC(=O)c1ccc(CSc2nnc(NC(C)C)s2)o1 ?
RGS7-Gao: 103; Bim-Bcl-2: -2; ABCB1 inh: -0.1; RGS4-Gao reg: 103; Bcl-W Bim block: -8; Bcl-XL Bim block: -15; Bim-Bcl-B: -3; Avidin bead fluor: 25; GSH fluor: 9; ABCG2 inh: 1; Bim-Bfl-1: -2

What do the screens show for `COc1ccc(C(=O)Nc2nncs2)cc1S(=O)(=O)N1CC(c2ccccc2)CC1=O` (stereo not given)?
RGS7-Gao: 102; Bim-Bcl-2: -9; ABCB1 inh: 0.3; RGS4-Gao reg: 97; Bcl-W Bim block: 0; Bcl-XL Bim block: -8; Bim-Bcl-B: -8; Avidin bead fluor: 6; GSH fluor: 21; ABCG2 inh: 1; Bim-Bfl-1: -9

How did CCOCCCNC(=S)N1C2CCC1CC(NC(=O)NC1CCCCC1)C2 (stereo not given) do in these assays?
RGS7-Gao: 90; Bim-Bcl-2: 7; ABCB1 inh: 2.7; RGS4-Gao reg: 81; Bcl-W Bim block: 9; Bcl-XL Bim block: 12; Bim-Bcl-B: 7; Avidin bead fluor: 3; GSH fluor: 47; ABCG2 inh: 4; Bim-Bfl-1: 14

Results for O=C(COC(=O)C1=COCCO1)Nc1cccc(Oc2ccccc2)c1 ?
RGS7-Gao: 97; Bim-Bcl-2: -8; ABCB1 inh: 0.7; RGS4-Gao reg: 100; Bcl-W Bim block: -1; Bcl-XL Bim block: -3; Bim-Bcl-B: -10; Avidin bead fluor: 23; GSH fluor: 25; ABCG2 inh: 8; Bim-Bfl-1: -9

What do the screens show for `O=C(CSc1nc2c(cnn2-c2ccccc2)c(=O)[nH]1)N1N=C(c2cccs2)CC1c1ccc(F)cc1` (stereo not given)?
RGS7-Gao: 109; Bim-Bcl-2: 0; ABCB1 inh: 1.3; RGS4-Gao reg: 105; Bcl-W Bim block: -6; Bcl-XL Bim block: -8; Bim-Bcl-B: -8; Avidin bead fluor: 7; GSH fluor: 14; ABCG2 inh: 9; Bim-Bfl-1: -3

What do the screens show for `Cc1ccc(O)c(/C=N/NC(=O)c2[nH]ncc2Br)c1`?
RGS7-Gao: 90; Bim-Bcl-2: -5; ABCB1 inh: -0.2; RGS4-Gao reg: 95; Bcl-W Bim block: -5; Bcl-XL Bim block: -4; Bim-Bcl-B: -8; Avidin bead fluor: 11; GSH fluor: 15; ABCG2 inh: 2; Bim-Bfl-1: -15

What do the screens show for `C=CCOC(=O)/C(=C\C=C\c1ccccc1)NC(=O)c1ccccc1`?
RGS7-Gao: 95; Bim-Bcl-2: -7; ABCB1 inh: 2.7; RGS4-Gao reg: 96; Bcl-W Bim block: -10; Bcl-XL Bim block: -9; Bim-Bcl-B: -10; Avidin bead fluor: 3; GSH fluor: 16; ABCG2 inh: 37; Bim-Bfl-1: -13

Screening data (PubChem BioAssay)
